Source: PubChem BioAssay
HP1b chromo inh – HTS for Inhibitors of HP1-beta Chromodomain Interactions with Methylated Histone Tails | Potency, µM (doses to about 114 µM), for the others: top-dose activity change, negative = inhibition, actives largely listed as inhibitors | hit rate 0.56% among 390,000 | AlphaScreen HP1-beta / biotin-H3K9me3 peptide binding | Chromobox protein homolog 1 (Homo sapiens), P83916; note: nearly all actives have a fitted effect of over 70% in size; inactives centre near 23
Target sequence (P83916 whole entry, looked up): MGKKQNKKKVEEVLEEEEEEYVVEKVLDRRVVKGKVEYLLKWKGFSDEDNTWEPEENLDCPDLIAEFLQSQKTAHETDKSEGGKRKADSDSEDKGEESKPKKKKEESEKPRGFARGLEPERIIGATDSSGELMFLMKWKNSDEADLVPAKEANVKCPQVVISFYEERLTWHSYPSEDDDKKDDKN
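AlphaScreen: HP1-beta (50 nM) preformed 30 min with biotin-H3(1-18)K9me3 peptide (50 nM) in PBS pH 7.4, 0.01% Tween-20. Compound added for 30 min at RT, then streptavidin donor/nickel chelate acceptor beads (10 ug/mL) for 30 min.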
ERG-DNA inh – qHTS for Small Molecule Inhibitors of the ERG Ets/DNA interaction | Potency, µM (top dose mostly 76.9 µM), for the others: at the top dose FP activity, negative = inhibition, usual class: inhibitors | hit rate 0.028% among 370,000 | fluorescence polarization, His-ERG Ets domain / labelled DNA; active = well fitted inhibition curve with a large enough effect in the polarisation, with a control signal flat; inconclusive = small, poorly fitted or top-dose-only effect, or effect the other way, or a change in a side signal; inactive = no such curve, though single readings can be large or run the other way; the % refers to the polarisation;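 note: polarization taken with two DNA probes labelled with fluorescein and Texas red; % of control where 0% means no effect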
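His-tagged ERG Ets domain (1 uM in the protein solution; 300mM KCl, 50mM Tris-HCl, 1mM EDTA, 1mM DTT, pH 7.5) received compound, then a probe mix of 5 nM fluorescein-DNA and 100nM Texas-615-DNA. Fluorescence polarization was read for both dyes.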
12-LOX inh – Primary qHTS assay for inhibitors of human arachidonate 12S-lipoxygenase (ALOX12): Round 2 | Potency, µM (top dose mostly 108 µM), inactives show top-dose activity change, negative = inhibition, actives largely listed as inhibitors | hit rate 1.1% among 580,000 | purified 12hLO, xylenol orange hydroperoxide absorbance; note: % is set by controls: 0 for no effect and ±100 for the full control effect
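Hydroperoxide product was detected by ferrous iron/xylenol orange as the 573 to 405 nm absorbance ratio. Arachidonic acid at 40 uM (final) was turned over for 30 min at room temperature by 150 nM human 12hLO, pH 7.0 Hepes buffer, after 15 min compound preincubation.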
Pin1 inh – qHTS Assay to Find Inhibitors of Pin1 | Peptidyl-prolyl cis-trans isomerase NIMA-interacting 1 (Homo sapiens), Q13526 | Pin1 FP peptide displacement, HiFluor488, 10 min | Potency, µM (top dose mostly 115 µM), without a hit: at the top dose activity, negative = inhibition, actives largely listed as inhibitors | hit rate 0.009% among 390,000 | AID 504891, 2011; active = well fitted inhibition curve with a large enough effect in the polarisation, with a control signal flat, not every such curve was filed as active; inconclusive = small, poorly fitted or top-dose-only effect, or effect the other way, or a change in a side signal; inactive = no such curve, though single readings can be large or run the other way; the % refers to the polarisation; note: % is set by controls: 0 for no effect and ±100 for the full control effect
Target sequence (Q13526 whole entry, looked up): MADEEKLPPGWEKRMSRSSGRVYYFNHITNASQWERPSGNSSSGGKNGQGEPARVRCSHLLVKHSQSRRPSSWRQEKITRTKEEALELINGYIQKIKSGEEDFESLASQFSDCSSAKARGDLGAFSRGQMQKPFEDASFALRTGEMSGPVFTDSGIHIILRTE
GLS inhibitor – qHTS for Inhibitors of Glutaminase (GLS); GLS enzymatic activity, qHTS titration; hit rate 0.21% among 410,000; AID 624170, 2012; Potency, µM (highest dose often 45.5 µM), for inactives: at the highest dose activity change, negative = inhibition, most hits filed as inhibitors; Glutaminase kidney isoform, mitochondrial (Homo sapiens), O94925; note: % is set by controls: 0 for no effect and ±100 for the full control effect
Target sequence (O94925 whole entry, looked up, canonical isoform): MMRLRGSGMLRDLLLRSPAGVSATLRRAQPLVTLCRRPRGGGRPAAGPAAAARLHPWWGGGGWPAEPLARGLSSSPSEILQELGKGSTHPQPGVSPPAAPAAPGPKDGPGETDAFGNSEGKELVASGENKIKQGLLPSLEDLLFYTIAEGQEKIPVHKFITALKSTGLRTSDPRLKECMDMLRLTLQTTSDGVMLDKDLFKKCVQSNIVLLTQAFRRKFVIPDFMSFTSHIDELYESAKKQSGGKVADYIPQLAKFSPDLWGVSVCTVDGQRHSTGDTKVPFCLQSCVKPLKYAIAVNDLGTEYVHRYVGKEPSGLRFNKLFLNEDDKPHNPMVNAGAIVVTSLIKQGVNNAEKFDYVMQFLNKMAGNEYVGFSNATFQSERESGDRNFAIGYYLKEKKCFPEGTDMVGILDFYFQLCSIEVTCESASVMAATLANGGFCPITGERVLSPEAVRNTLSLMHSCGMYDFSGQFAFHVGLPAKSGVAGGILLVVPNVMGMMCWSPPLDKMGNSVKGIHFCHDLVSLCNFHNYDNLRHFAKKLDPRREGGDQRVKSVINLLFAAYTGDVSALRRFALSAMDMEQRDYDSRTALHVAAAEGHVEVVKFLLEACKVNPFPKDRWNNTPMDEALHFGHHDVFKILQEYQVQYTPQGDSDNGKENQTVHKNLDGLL
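Glutamate formation by hKGA was monitored fluorometrically using coupled glutamate oxidase, HRP and Amplex Red. Substrate was added as 1 mM L-glutamine solution; incubation was 30 min at RT after an initial read.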
RGS4 inhibitor – Inhibitors of Regulator of G Protein Signaling (RGS) 4: qHTS | Regulator of G-protein signaling 4 (Homo sapiens), P49798 | Transcreener GDP fluorescence polarization, RGS4-accelerated GTP hydrolysis | Potency, µM (series often up to 114 µM), without a hit: at the highest dose activity change, negative = inhibition, actives largely listed as inhibitors | hit rate 0.039% among 390,000; note: % is set by controls: 0 for no effect and ±100 for the full control effect; nearly all actives have a fitted effect of over 75% in size; some results filed as inactive show a strong effect at the top dose
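MLSMR compounds (23 nl, pin-transferred) preincubated 10 min at room temperature with a 500nM (2x) first reagent, then RGS4 at 900nM (2x) plus Transcreener GDP mix added; fluorescence polarization (620/688 nm) read before and after 90 min at 30 °C.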
JMJD2A Tudor inh – qHTS Assay for Inhibitors of JMJD2A-Tudor Domain; AID 504339, 2011; AlphaScreen JMJD2A-Tudor / H3K4me3 peptide binding; Potency, µM (titrated, usually from 114 µM), for the others: at the top dose activity change, negative = inhibition, most hits filed as inhibitors; hit rate 4.4% among 390,000; Lysine-specific demethylase 4A (Homo sapiens), O75164; note: % is set by controls: 0 for no effect and ±100 for the full control effect; nearly all actives have a fitted effect of over 50% in size
Tb PGK inh – qHTS Assay to Find Inhibitors of Phosphoglycerate Kinase. Phosphoglycerate kinase, glycosomal (Trypanosoma brucei brucei), P07378. PGK/GAPDH coupled, Kinase-Glo luminescence, 60 min. Potency, µM (titrated, usually from 57.5 µM), for inactives: top-dose activity change, negative = inhibition, usual class: inhibitors. hit rate 0.043% among 380,000. AID 602233, 2012; note: % is set by controls: 0 for no effect and ±100 for the full control effect; nearly all actives have a fitted effect of over 60% in size
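Luminescent ATP detection (Kinase-Glo Plus) follows a 60-minute room-temperature incubation, with wells lacking PGK as controls. Buffer: 100 mM TEA (pH 7.6), 5 mM MgCl2, 0.01% Tween-20. Coupling enzyme GAPDH (100 nM final) supplies unstable 1,3-BPG in-well.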
rTrxR1 inhibitor – qHTS Assay for Inhibitors of Mammalian Selenoprotein Thioredoxin Reductase 1 (TrxR1): qHTS; hit rate 1% among 390,000; Thioredoxin reductase 1, cytoplasmic (Rattus norvegicus), O89049; Potency, µM (highest dose often 114 µM), inactives show top-dose activity change, negative = inhibition, actives largely listed as inhibitors; recombinant rTrxR1, NADPH fluorescence consumption, selenite substrate; note: % is set by controls: 0 for no effect and ±100 for the full control effect; nearly all actives have a fitted effect of over 65% in size
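Rat TrxR1 (90 nM in the dispensed reagent) was pre-reduced with 400 uM NADPH for 5 min at room temperature, then incubated with compound for 15 min. After 400 uM selenite was added, NADPH fluorescence (Ex 340/Em 450 nm) was followed for 8 min.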
Numbers without * were called inactive; i = inactive; ? = inconclusive; nt = not tested or not shown; & = joins results of further samples; [ ] = remark or other dose. Unless noted, calls come from the whole dose curve; as a rule, active = well fitted curve in the direction sought with a large enough effect; inconclusive = small, poorly fitted or top-dose-only effect, or another doubt; inactive = no such curve, though single readings can be large; an effect the other way counts as inactive or inconclusive. Potency is the fitted concentration of half-maximal effect.

| # | SMILES | HP1b chromo inh | ERG-DNA inh | 12-LOX inh | Pin1 inh | GLS inhibitor | RGS4 inhibitor | JMJD2A Tudor inh | Tb PGK inh | rTrxR1 inhibitor |
| --- | --- | --- | --- | --- | --- | --- | --- | --- | --- | --- |
| 1 | O=C(Nc1ccc(F)c(Cl)c1)c1cc(S(=O)(=O)NCc2ccc3c(c2)OCO3)ccc1F | 25% | -2% | ? | ? | -10% | -3% | -14% | i | 14%[57.1 µM] |
| 2 | Cn1ccc(NC(=O)c2ccc(Cl)cc2Cl)n1 | 46%[activator] | -7% | -2% | -9% | 14% | 9% | -9% | 7% | 5% |
| 3 | Cc1c(C(=O)NC(C)C)sc2ncn(CC(=O)N3CCC(C)CC3)c(=O)c12 | 23% | -4% | 3% | -5% | -3% | 5% | -8% | -1% | 7%[57.1 µM] |
| 4 | O=C(Nc1ccc2c(c1)OCO2)c1ccc2nc[nH]c2c1 | 17% | -7% | 0% | -2% | 8% | -4% | -23% | -1% | 16%[57.1 µM] |
| 5 | O=C(Nc1ccccc1C(=O)N1CCOCC1)c1cc2ccccc2o1 | 45%[activator] | -13% | -103% | -7% | -1% | 23% | -15% | i | 11% |
| 6 | O=C(CCc1c[nH]c2ccccc12)Nc1ccc(S(=O)(=O)Nc2ncccn2)cc1 | 27% | 25% | 0% | 16% | -10% | 5% | -2% | 2% | 25%[57.1 µM] |
| 7 | NC1=NC(c2ccc(Cl)cc2)C(C(=O)c2ccccc2)N1 (configuration not stated) | 26% | 3% | 0% | 3% | -2% | 14% | -13% | -1% | 20% |
| 8 | C/C(=N\N=C(/N)SC1CC(=O)N(c2ccc(Cl)c(Cl)c2)C1=O)c1cccs1 (configuration not stated) | 22% | nt | -30% | 10% | 1% | -7% | -33% | -8% | -7% |
| 9 | COc1ccc(-c2noc(-c3ccc(N4CCCCC4)c([N+](=O)[O-])c3)n2)cc1 | 36% | 1% | 0% | 4% | 4% | 23% | -20% | 2% | 15% |
| 10 | Cc1cccc(C)c1NC(=O)CNC(=O)c1ccc(N2CCCC2=O)cc1 | 27% | 1% | -6% | -5% | -9% | -3% | -6% | -7% | -4% |

The final 4 entries of the section before open the next one:
| # | SMILES | HP1b chromo inh | ERG-DNA inh | 12-LOX inh | Pin1 inh | GLS inhibitor | RGS4 inhibitor | JMJD2A Tudor inh | Tb PGK inh | rTrxR1 inhibitor |
| --- | --- | --- | --- | --- | --- | --- | --- | --- | --- | --- |
| 7 | NC1=NC(c2ccc(Cl)cc2)C(C(=O)c2ccccc2)N1 (configuration not stated) | 26% | 3% | 0% | 3% | -2% | 14% | -13% | -1% | 20% |
| 8 | C/C(=N\N=C(/N)SC1CC(=O)N(c2ccc(Cl)c(Cl)c2)C1=O)c1cccs1 (configuration not stated) | 22% | nt | -30% | 10% | 1% | -7% | -33% | -8% | -7% |
| 9 | COc1ccc(-c2noc(-c3ccc(N4CCCCC4)c([N+](=O)[O-])c3)n2)cc1 | 36% | 1% | 0% | 4% | 4% | 23% | -20% | 2% | 15% |
| 10 | Cc1cccc(C)c1NC(=O)CNC(=O)c1ccc(N2CCCC2=O)cc1 | 27% | 1% | -6% | -5% | -9% | -3% | -6% | -7% | -4% |
| 11 | COc1ccc(OC)c(NC(=O)/C=C/c2ccc(S(=O)(=O)N3CCOCC3)cc2)c1 | 2% | -19% | 13% | -1% | 1% | -24% | -34% | 0% | -16% |
| 12 | Cc1ccc(NC2CC(=O)N(c3ccc(N4CCCCC4)cc3)C2=O)cc1 (configuration not stated) | 11% | nt | ? | -2% | 21% | 16% | -23% | 3%[11.5 µM] | -10% |
| 13 | O=C(N/N=C/c1ccccc1OCc1ccccc1Cl)c1cccnc1 | 59%[activator] | 7% | 23% | 5% | -4% | 16% | -11% | 1% | -3% |
| 14 | CC(C)N(C(=O)Cn1cc(S(=O)(=O)Cc2ccc(Cl)cc2)c2ccccc21)C(C)C | 30% | -8% | 5% | 1% | -1% | 0% | 4% | nt | 7% |
| 15 | CC(C)CC(=O)Nc1ccc(Cl)c(-c2nc3ccccc3[nH]2)c1 | 35% | -4% | 7% | -1% | 14% | -1% | -18% | nt | 3% |
| 16 | Cc1ccc(NC(=O)c2nc(S(C)(=O)=O)ncc2N(Cc2ccco2)Cc2ccccc2F)c(C)c1 | -7% | 0% | -14% | -1% | -5% | 3% | -19% | -4% | 15% |
| 17 | Cc1ccnc(NC(=O)CCNS(=O)(=O)c2ccc(C)c(C)c2)c1 | 29% | -2% | -4% | -3% | -10% | -12% | -14% | -1% | 35% |
| 18 | CC(C)OC(=O)CSc1nnc2c3ccccc3n(C)c2n1 | 52%[activator] | 1% | -4% | -6% | -5% | 19%[11.4 µM] | -16% | -7% | 4% |
| 19 | CC(C(=O)Nc1nccs1)N1C(=O)C2CC=CCC2C1=O (configuration not stated) | 25% | -5% | -14% | -1% | 12% | 25% | 5% | -4% | -5% |
| 20 | O=C(Nc1ccc(NC(=O)c2ccc3c(c2)OCCO3)cc1)c1ccccc1 | 32% | 3% | 14% | 13% | -2% | -6% | -8% | -1% | 13% |
| 21 | Cc1nn(Cc2cccc(C(N)=O)c2)c(C)c1Br | 8% | 3% | -2% | 2% | 0% | 5% | -14% | 1% | -5%[57.1 µM] |
| 22 | Cc1cc(C)n(/N=C/c2ccccc2O)c(=O)c1 | 7% | 0% | ? | 0% | 4% | 7% | ? | -2% | 9%[57.1 µM] |
| 23 | CCCCC(=O)Nc1c2c(nn1-c1cccc(C)c1C)CS(=O)(=O)C2 | 35% | 1% | 25% | -3% | -8% | 1% | -10% | -1% | -3% |
| 24 | O=C(NC1CCCCCC1)C1CCCN1S(=O)(=O)c1cccc2cccnc12 (configuration not stated) | 32%[activator] | 0% | 2% | -9% | 0% | -11% | -23% | -3% | 3% |
| 25 | CC(=O)Nc1ccc(S(=O)(=O)Nc2cc(C)cn(Cc3ccccc3)c2=O)cc1 | 27% | 3% | nt | ? | -5% | -30% | 25µM* | -3% | -6%[57.1 µM] |
| 26 | CC(C)CN1CCN(Cc2ccc(C#CC(C)(C)O)cc2)CC1CCO (configuration not stated) | 11% | -2% | 19% | 1% | 16% | -15% | 0% | 6% | 14%[57.1 µM] |
| 27 | Cc1ccc(NC(=O)CCCCCC2NC(=O)NC2C)cc1 (configuration not stated) | 1.1µM* | 0% | -13% | 2% | 5% | 10% | 0.35µM* | -9% | 24% |
| 28 | S=C(NCc1ccccn1)NN=Cc1ccccn1 | -4% | nt | ? | -8% | -7% | ? | 32µM* | 10% | -28% |
| 29 | O=C(CCNC(=O)c1ccc(Br)cc1)NNC(=O)C1COc2ccccc2O1 (configuration not stated) | 28% | -13% | 16% | 4% | 10% | -6% | -17% | 7% | -1% |
| 30 | COc1ccc(N2CCN(C(=O)COC(=O)CCc3ccccc3)CC2)cc1 | 27% | -5% | -28% | 0% | 13% | 5% | 11% | 0% | 12% |
| 31 | CCC(=O)N1N=C(c2cccs2)CC1c1ccco1 (configuration not stated) | 4% | -6% | 5% | 2% | 5% | 4% | -6% | 9% | -11%[57.1 µM] |
| 32 | Cc1sc2ncnc(NCCN3CCOCC3)c2c1C | -50% | -2% | 0% | ? | 3% | -9% | 1.6µM* | 9% | 17% |
| 33 | CC1(C)C2CCC1(C)C(OC(=O)C[n+]1ccccc1)C2 (configuration not stated) | 1% | 4% | 19% | 3% | 0% | -11%[11.4 µM] | -12%[11.4 µM] | 3% | 6% |
| 34 | O=C1Nc2ccccc2C1=Nc1cccc(Cl)c1 | 20% | 10% | -1% | -6% | -10% | -23% | -6% | -6% | 16%[57.1 µM] |
| 35 | Cc1ccc(C(=O)NCC(=O)Nc2ccccc2C(F)(F)F)cc1 | -4% | 1% | 1% | -1% | -12% | -28% | 3% | -10% | -7% |
| 36 | COc1ccc(-c2nc3ccc(C)cc3c(=O)o2)cc1OC | 28% | 1% | -27%&9% | -7% | 12% | 0% | -8% | -7% | 22%[57.1 µM] |
| 37 | COCCOC(=O)c1c(-c2ccccc2)c(-c2ccccc2)nn(C)c1=O | 15% | 0% | -19% | -10% | 7% | -47% | -8% | 0% | 18% |
| 38 | COc1ccc(S(=O)(=O)N2CCCCC2)cc1C(=O)Nc1cccc(C(F)(F)F)c1 | 25%[57 µM] | 2% | -23% | 8% | 1% | 18% | -10% | -2% | 1%[57.1 µM] |
| 39 | CCOc1nc(CC)nc(NC(=O)NS(=O)(=O)c2ccccc2Cl)n1 | 43%[activator] | -6% | -2% | 6% | -7% | 25% | -15% | i | 9%[57.1 µM] |
| 40 | O=S(=O)(c1ccc(F)cc1)n1ccc(-c2cccc(OCc3c(F)cccc3Cl)c2)n1 | 53%[activator] | 0% | 8% | 1% | -4% | -20% | -4% | -1% | 16% |
| 41 | N#Cc1cc2nc(O)c(O)nc2cc1[N+](=O)[O-] | -19% | 3% | ? | -12% | 3% | -1%[56.9 µM] | 79µM* | -5% | -1%[57.1 µM] |

Some of the compounds tested; count on the stated rates, not on these rows.
